RAD54 branch – inhibitors of human RAD54 branch migration, primary screen, biochemical, fluorescence, single point. DNA repair and recombination protein RAD54-like (Homo sapiens), Q92698. RAD54 Holliday junction branch migration, FAM/BHQ fluorescence. inhibition, % at 10.4 µM. 360,000 compounds, 0.14% hits;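 active = mean normalized replicate activity at least 40 and at least half of replicates scoring 40 or more; inconclusive = only one of the two criteria met; inactive = mean below 40 and under half of replicates reaching 40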;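 also: 0% = median of neutral control wells and 100% = median of positive control wells; inhibitors cause a drop in the FAM fluorescence signal; in these data hits start at about 50%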
ERAP1 inh – human ERAP1 aminopeptidase inhibitors, primary screen, biochemical, single point, plate reader; Endoplasmic reticulum aminopeptidase 1 (Homo sapiens), Q9NZ08; recombinant ERAP1, Leu-AMC fluorescence, 60 min; inhibition, % at 10.7 µM; 340,000 compounds, 0.15% hits;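 active = mean replicate inhibition of at least 30%, or all replicates individually reaching that 30% level; inactive = mean below 30% and not every replicate reaching it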;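 also: 0% = neutral control wells and 100% = L-leucinethiol positive control wells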
Target sequence (Q9NZ08 whole entry, looked up): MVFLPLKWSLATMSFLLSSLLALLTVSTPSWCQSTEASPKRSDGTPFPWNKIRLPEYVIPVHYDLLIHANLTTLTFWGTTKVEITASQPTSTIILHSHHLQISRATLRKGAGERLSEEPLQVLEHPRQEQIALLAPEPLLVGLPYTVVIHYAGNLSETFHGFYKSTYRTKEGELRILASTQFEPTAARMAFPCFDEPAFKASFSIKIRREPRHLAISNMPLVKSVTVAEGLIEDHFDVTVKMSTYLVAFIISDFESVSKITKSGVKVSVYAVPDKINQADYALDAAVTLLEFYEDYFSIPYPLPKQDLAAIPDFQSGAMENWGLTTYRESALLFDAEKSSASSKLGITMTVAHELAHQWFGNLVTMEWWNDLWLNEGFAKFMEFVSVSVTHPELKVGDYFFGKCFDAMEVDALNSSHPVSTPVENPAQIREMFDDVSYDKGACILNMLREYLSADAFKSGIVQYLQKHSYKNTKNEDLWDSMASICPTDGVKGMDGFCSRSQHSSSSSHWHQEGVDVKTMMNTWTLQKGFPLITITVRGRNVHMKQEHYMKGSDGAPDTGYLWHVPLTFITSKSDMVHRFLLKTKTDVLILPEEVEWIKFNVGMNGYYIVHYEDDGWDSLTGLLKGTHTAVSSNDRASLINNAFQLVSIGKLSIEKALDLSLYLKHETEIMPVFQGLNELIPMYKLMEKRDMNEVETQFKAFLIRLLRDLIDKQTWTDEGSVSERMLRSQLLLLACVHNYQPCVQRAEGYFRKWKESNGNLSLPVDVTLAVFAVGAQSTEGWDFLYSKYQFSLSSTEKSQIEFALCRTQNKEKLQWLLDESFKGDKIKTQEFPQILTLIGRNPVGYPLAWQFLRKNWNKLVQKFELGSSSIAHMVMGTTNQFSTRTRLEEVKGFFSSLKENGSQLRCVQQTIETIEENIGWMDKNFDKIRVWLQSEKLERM
esBAF inh – Bmi1 luciferase reporter increase in mESCs, primary screen, esBAF inhibitor project, mouse ES cells, Bmi1 luciferase knock-in, single point | 24 h; 100% = twice the neutral-well signal | reporter increase, % at 12.5 µM | 350,000 compounds, 2% hits; in the data active = activation above about 40%; inconclusive = no clear call, values can overlap the other calls;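 also: 0% = median of the plate's neutral control wells and 100% = double that signal; a rise in the Bmi1 reporter signal indicates esBAF inhibition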
RAD52 inh – RAD52 DNA annealing inhibitors, primary screen, biochemical, FRET, single point, set 2; DNA repair protein RAD52 homolog (Homo sapiens), P43351; recombinant RAD52 DNA annealing, FRET fluorescence; inhibition, % at 18.7 µM; 360,000 compounds, 0.46% hits; AID 651710, 2012;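 active = every replicate showing at least 50% inhibition; inconclusive = mean inhibition at least 50% but not in every replicate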
ARNT TACC3 PPI – disruptors of ARNT/TACC3 protein interaction, primary screen, biochemical, AlphaScreen, single concentration | AlphaScreen His-ARNT PAS-B/GST-TACC3 binding, luminescence; TACC3 fragment carries E629A point mutation | inhibition, % at 9.99 µM | 390,000 compounds, 0.66% hits | AID 623870, 2012;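 active = mean inhibition of replicates at least 50% and at least half of replicates each reaching 50%; inconclusive = half or more replicates reach 50% but mean below 50%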;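 also: 0% = complete ARNT plus TACC3 wells and 100% = ARNT alone without TACC3; many hits fall short of the cut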
F508del corr – F508del CFTR correction, initial screen, CFBE line, single point; 350,000 compounds, 0.36% hits; CFBE cells, YFP halide quenching; stimulated with forskolin plus potentiator P3; % fluorescence drop versus neutral controls; activity (quench increase), % at 7.58 µM; AID 720511, 2013;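 active = mean added fluorescence quench of at least 8% versus neutral control, with both replicates also reaching 8%; inconclusive = only one of the mean or replicate conditions met; inactive = mean below 8% and not both replicates reaching 8%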;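 also: cells transiently co-express mutant CFTR-F508del with the halide-sensitive YFP; corrector assay measuring rescue of mutant channel to the surface after 24 h compound exposure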
XiGFP reactiv – activators of inactive X chromosome reactivation, primary screen, imaging, XiGFP fibroblasts, GFP high-content imaging, set 2 | AID 743238, 2013 | activation, % at 7.58 µM | XiGFP mouse fibroblasts, % GFP-positive cells imaging, 3 d; cells co-treated with 5-aza-dC sensitizer; scaled so ellipticine positive control = 100% | 360,000 compounds, 0.055% hits;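 active = mean normalized replicate activation at least 10% and every replicate at or above 10%; inconclusive = only one of the two criteria met; inactive = mean below 10% and not all replicates reach 10%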;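 also: 0% = median of on-plate neutral control wells and 100% = ellipticine 6 µM median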
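material = 68-5-11 XiGFP fibroblast line | medium = DMEM plus 5-aza-dC sensitizer | schedule = 3 days compound exposure | benchmarks = positive control ellipticine, 6 µM final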
INS-1E GSIS act – GLuc luminescence reporter in INS-1E cells, primary screen for activators of glucose-dependent secretion of insulin; 370,000 compounds, 0.61% hits; AID 743287, 2014; INS-1E GLuc reporter insulin secretion, 2-3 h; activation, % at 16.6 µM;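 active = lowest replicate activation of at least 40%, so every replicate reaches that level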;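 also: 0% = median of neutral control wells and 100% = median of IBMX positive control wells; some compounds called inactive have numbers as strong as hits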
* hit, by the source's call; u = inconclusive; x = not tested or not shown; & = joins results of further samples. Rows are unselected (roughly 3.3% active in at least one column).

SMILES	RAD54 branch	ERAP1 inh	esBAF inh	RAD52 inh	ARNT TACC3 PPI	F508del corr	XiGFP reactiv	INS-1E GSIS act
CC(=O)Nc1c(O)nc(SCC(=O)N2CCCCC2)[nH]c1=O	2	-2	-3	-13	-17	-1.3	0.4	-6
COc1ccc(NS(=O)(=O)NC(=O)c2c[nH]c3ccccc23)cc1	5	2	-9	0	7	1.3	0.2	2
CN(C)CCCN1C(=O)C2CCc3[nH]c4ccccc4c3C2C1=O (stereo unspecified)	-5	7	0	6	-14	-4.7	0.3	9
CC(=O)c1ccccc1OC(=O)COc1ccc([N+](=O)[O-])cc1	-6	0	-6	0	2	0.6	0.1	2
O=C1COc2ccccc2CN1	-6	x	-4	x	-5	x	x	6
COc1ccc2c3c([nH]c2c1)[C@H](CO)N(C(=O)CN(C)C)CC31CCN(C(=O)c2ccncc2)CC1	x	-1	x	-7	x	1.1	0.2	12
CO/N=C(/CS(=O)Cc1ccc(Cl)cc1)c1ccc(Cl)cc1 (stereo unspecified)	5	x	-4	x	2	x	x	-28
Cc1ccccc1SCC(=O)NNC(=O)c1ccncc1	6	-4	-2	-10	x	1.4	0.0	10
CC(=O)Nc1ccc(NC(=O)COc2ccc(S(=O)(=O)N3CCCC3)cc2C)cc1	-1	2	-3	-7	x	-1.9	0.0	1
COc1ccccc1CNC(=S)NCc1ccc(Cl)cc1	-7	-2	-1	-13	-2	-1.8	0.2	-39
S=C(Nc1ccc(Cl)cc1)Nc1ccc2c(c1)OCCO2	13	2	34	-6	-1	-3.0	0.0	-16
OC(c1ccc2ccccc2n1)c1c(Cl)cccc1Cl (stereo unspecified)	-5	3	4	-12	19	5.1	-0.1	x
COc1ccc(Br)cc1/C=C/C(=O)NC(=S)Nc1ccc(Cl)c(C(=O)O)c1	x	-2	x	6	-2	7.1	-0.2	13
Cn1nnnc1Sc1ncnc2scc(-c3cccc(F)c3)c12	-6	-1	7	-6	-7	-11	0.0	22
CO[C@@H]1CN(C)C(=O)c2ccc(NC(=O)NC(C)C)cc2OC[C@H](C)N(Cc2ccc(-c3ccccn3)cc2)C[C@@H]1C	-6	2	-6	0	7	3.0	0.2	-2
COc1ccc(S(=O)(=O)N(C)C[C@H]2Oc3ccc(NC(=O)Cc4cn(C)c5ccccc45)cc3C(=O)N([C@@H](C)CO)C[C@@H]2C)cc1	-4&4	1&-2	-5&5	-28&-68	6&3	2.9&2.9	0.1&0.0	1&-4
COC(=O)CN1C(=O)[C@H]2[C@@H](c3ccc(C)o3)N3C(=O)CN(CC4CC4)C(=O)[C@@]3(Cc3ccccc3)[C@H]2C1=O	x	0	-3	-20	-5	-4.6	0.0	x
O=C(c1ccc(N2C(=O)c3ccccc3C2=O)cc1)N1CCCCC1	3	-1	-8	1	-19	-1.5	0.1	-3
O=C(NCc1cccnc1)c1ccccc1-c1nc(-c2ccccc2)no1	x	-2	x	1	-5	0.6	0.2	17
COc1cccc(N(CC(=O)NCCSCc2ccco2)S(=O)(=O)c2ccccc2)c1	-6	-5	8	-28	-7	0.1	0.2	-41
CNC[C@H]1Oc2cc(C#Cc3ccccc3)ccc2S(=O)(=O)N([C@H](C)CO)C[C@@H]1C	4	1	-1	-8	14	-0.3	-0.9	4
COc1cccc(C(=O)N[C@@H](Cc2cccnc2)C(=O)N2CCC[C@H]2C(=O)NCCc2ccccc2Cl)c1	x	-1	x	-13	x	1.6	0.1	-9
COc1ccc(NC(=O)c2cc3c(Cl)nc4ccccc4c3s2)c(OC)c1	x	-2	x	-3	-3	1.7	-0.1	11
COC(=O)CSc1nc2c(c(-c3ccc(O)cc3)c1C#N)CCCC2	4	-2	-2	-15	4	-2.5	0.0	4
O=C(CCNS(=O)(=O)c1ccc2[nH]c(=O)oc2c1)NCc1ccccc1	-5	3	-6	-8	9	1.5	0.0	5
COC(C(=O)Nc1ccc(C(C)=O)cc1)c1ccccc1 (stereo unspecified)	x	-2	x	-15	x	1.4	0.2	-1
Cc1ccccc1S(=O)(=O)N1[C@H](C#N)[C@@H](c2ccccc2)[C@@H]1CO	2	0	-2	-9	6	1.9	-0.1	-1
CSc1ccc(/C=C(\NC(=O)c2ccco2)C(=O)N2CCCCC2)cc1	1	3	4	-11	x	2.2	0.0	12
Cc1ccc2nc(-c3ccc(N4C(=N)SC5CS(=O)(=O)CC54)cc3)sc2c1 (stereo unspecified)	16	x	x	x	6	x	0.4	11
COc1cccc(NC(=O)N2CC3(C2)[C@@H](c2ccccc2)[C@H](CO)N3C(C)=O)c1	x	0	x	-22	x	-3.9	0.0	2
C[C@@H]1CN([C@@H](C)CO)C(=O)c2cc(NC(=O)CCC(F)(F)F)ccc2O[C@H]1CN(C)C(=O)Nc1ccccc1	-11	1	-5	24	x	-0.3	0.0	5
CC(=O)Nc1ccc(S(=O)(=O)N2CCSC2c2ccccc2Cl)cc1 (stereo unspecified)	-1	x	12	x	1	x	x	-13
O=C(CCN1C(=O)[C@@H]2Cc3ccccc3CN2C1=O)NCCc1ccccc1	-7	-3	-6	0	0	-2.9	0.0	-3
CN(C)c1ccc(Cl)cc1N	x	-2	x	1	x	3.2	0.0	x
COc1cccc(-c2cnc3c(c2)C(=O)N([C@H](C)CO)C[C@H](C)[C@H](CN(C)S(=O)(=O)c2ccccc2)O3)c1	x	x	5	x	x	0.2	-0.1	-11
C=CCc1cccc(CNc2ccc(S(=O)(=O)Nc3nccnc3OC)cc2)c1O	-8	-2	-6	-5	-1	-0.4	0.2	11
N#C/C(=N\Nc1ccccc1)C(=N)N1CCCCCC1	x	-6	16	-4	1	2.5	0.1	14
Nc1ncnc(Sc2ccc(Cl)cc2)c1[N+](=O)[O-]	x	1	x	-4	49*	x	0.0	3
O=C(c1ccccc1Cl)N1CCSCC1	-1	2	x	-7	-13	0.5	0.0	1
CCOC(=O)CC(NC(=O)Cn1nnc(-c2ccccc2)n1)c1ccc(OC)cc1 (stereo unspecified)	0	-4	7	-6	8	0.8	-0.1	-22
C[C@H]1CCCCO[C@H](CN(C)CC2CC2)[C@@H](C)CN([C@@H](C)CO)C(=O)c2cc(NS(=O)(=O)c3ccccc3)ccc2O1	x	-1	x	0	x	-0.4	0.5	0
CCOC(=O)CN1C(=O)C(CC)Oc2ccc(Cl)cc21 (stereo unspecified)	4	1	-2	-3	-1	-0.9	x	9
O=[N+]([O-])c1ccc(COc2ccc(-c3[nH]ncc3-c3ccc(Cl)cc3)c(O)c2)cc1	3	x	-4	x	0	x	-0.1	41*
O=C(Nc1ccc(F)cc1)N1CC(=O)N2[C@@H](CO)[C@@H](c3ccc(Br)cc3)[C@@H]2C1	x	0	x	8	x	0.2	0.1	-12
CO[C@H]1CN(C)C(=O)c2ccc(NC(=O)Nc3ccccc3F)cc2OC[C@H](C)N(C)C[C@@H]1C	-7	-2	-6	-8	-7	-0.8	0.2	25

Record cards, as listed above. Order of values: RAD54 branch	ERAP1 inh	esBAF inh	RAD52 inh	ARNT TACC3 PPI	F508del corr	XiGFP reactiv	INS-1E GSIS act
`C=CCc1cccc(CNc2ccc(S(=O)(=O)Nc3nccnc3OC)cc2)c1O` in the list: -8	-2	-6	-5	-1	-0.4	0.2	11
`O=C(c1ccccc1Cl)N1CCSCC1` in the list: -1	2	x	-7	-13	0.5	0.0	1

Molecules shown so far that have a nitro group on carbon (three):
SMILES	RAD54 branch	ERAP1 inh	esBAF inh	RAD52 inh	ARNT TACC3 PPI	F508del corr	XiGFP reactiv	INS-1E GSIS act
CC(=O)c1ccccc1OC(=O)COc1ccc([N+](=O)[O-])cc1	-6	0	-6	0	2	0.6	0.1	2
Nc1ncnc(Sc2ccc(Cl)cc2)c1[N+](=O)[O-]	x	1	x	-4	49*	x	0.0	3
O=[N+]([O-])c1ccc(COc2ccc(-c3[nH]ncc3-c3ccc(Cl)cc3)c(O)c2)cc1	3	x	-4	x	0	x	-0.1	41*

(cont.)
SMILES	RAD54 branch	ERAP1 inh	esBAF inh	RAD52 inh	ARNT TACC3 PPI	F508del corr	XiGFP reactiv	INS-1E GSIS act
Cc1cccc(S(=O)(=O)N(C)C[C@H]2OCc3cnnn3CCCC(=O)N([C@H](C)CO)C[C@@H]2C)c1	-2&-5	1&1	0&1	-10&4	-21	5.3&-6.1	-0.2	4&-4
CCCN(C)C[C@H]1Oc2cc(C#Cc3ccccc3F)ccc2S(=O)(=O)N([C@H](C)CO)C[C@@H]1C	5	3	-4	-10	2	-1.3	-0.2	8
Cc1ccc(C)c(N2C(=O)CC(Cc3ccc(Cl)cc3)C2=O)c1 (stereo unspecified)	-12	1	-3	-15	0	0.3	0.1	x
Cc1c(Cl)cccc1NC(=S)NCCc1ccc(Cl)cc1	0	-4	5	-142	0	0.2	0.0	-32
CCN(CC)S(=O)(=O)c1cc(C(=O)Nc2ccncc2)ccc1Cl	-3	x	17	x	-1	x	x	-10
CN(C)/C=N/c1c(C#N)cnn1-c1ncnc2sc(-c3ccccc3)cc12	-7	2	-5	-20	-4	x	x	74*
CCC(=O)OC1(C)C(=O)C2=COC(c3ccc(OC)cc3)=CC2=C(Br)C1=O (stereo unspecified)	-1	-1	u	-40	0	2.7	0.0	-19
C=CCN(CC=C)C(=S)NC(=O)/C=C/c1ccc(C)cc1	-4	x	x	x	-2	x	1.1	4
C[C@@H]1CN([C@H](C)CO)C(=O)c2cc(C#Cc3ccc(F)cc3)cnc2O[C@@H]1CN(C)C	1	-2	-3	21	5	-1.9	0.8	-2
COc1ccc(C[C@@H]2CN3C(=NC[C@@H]3C)N2CCNC(=O)c2ccc(C)c(Br)c2)cc1	5	x	-2	x	1	5.1	0.0	-6
CCCCCCOc1ccc(C(=O)O)cc1	0	-35	x	-7	-1	0.6	-0.2	-3
Cc1ccc(-c2ccc3c(c2)O[C@@H](CN(C)C)[C@@H](C)CN([C@@H](C)CO)S3(=O)=O)cc1	-3	2	-7	17	-1	x	-0.3	39
COc1cccc(NC(=O)N2C[C@H](O)COC[C@H]3O[C@H](CC(=O)NCc4ccccc4F)CC[C@@H]32)c1	8	-1	-5	-2	1	0.7	-0.1	21
C[C@@H]1CN([C@H](C)CO)C(=O)c2cc(NS(=O)(=O)c3ccc(Cl)cc3)ccc2O[C@@H]1CN(C)Cc1ccc(C(=O)Nc2ccccc2N)cc1	-9	1	-23	-13	1	4.3	-0.9	-5
O=C(O)c1cccc(N2C(=O)CSC2=S)c1	-7	-28	-3	-115	7	-2.1	0.0	19
O=C(Nc1ccc(Cl)cc1)N[C@H]1CC[C@@H](CCNC(=O)c2cc(Cl)cc(Cl)c2)O[C@H]1CO	x	-5	x	-15	x	0.0	-0.3	-28
